SUMO1 PPI mod – modulators of human SUMO1-mediated protein-protein interactions; inhibition, % at 20 µM; AID 602429; SUMO1 binding to a labelled peptide, TR-FRET, 1 h; hit rate 0.33% among 360,000; in the data active = inhibition above about 37%
STEP inh – inhibitors of human striatal-enriched phosphatase STEP; P54829; recombinant STEP, OMFP fluorogenic substrate, fluorescence; inhibition, % at 20 µM; hit rate 0.25% among 360,000; AID 588621;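 active = inhibition at 20 µM, scaled per plate between control wells, above about 37%, limit read from the data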;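 note: 0% = DMSO with enzyme and substrate and 100% = substrate only without enzyme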
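Test system: STEP tyrosine phosphatase / Reagent: OMFP at 25 µM / Doses: 20 µM, 1% DMSO / Read-out: percent inhibition scaled to no-enzyme and uninhibited-enzyme controls, plate-pattern corrected / Detection: FITC-channel fluorescence of OMFP product / Medium: Bis-Tris buffer pH 6.0, 2.5 mM DTT, 0.005% Tween 20 / Schedule: 20 min at room temperature, dark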
PABP1 MLLE inh – blocks PAM2 peptide binding to the PABP1 MLLE domain | AID 588489 | GST-MLLE / FITC-PAM2 fluorescence polarization | inhibition, % at 20 µM | hit rate 0.36% among 360,000 | P11940; in the data active = inhibition above about 35%, passing the limit was not always enough;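 note: plate controls were DMSO wells with GST-MLLE for no effect and wells lacking GST-MLLE protein for full effect; some results filed as inactive read as strong as hits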
DNMT1 block – DNMT1 (human) enzyme inhibition | hit rate 0.83% among 360,000 | inhibition (reported as % activation of signal), % at 10 µM | AID 588458 | DNMT1 molecular beacon, Hinp1I cleavage, fluorescence | P26358; in the data active = inhibition above about 50%
Target sequence (P26358 504-1616 limits assumed): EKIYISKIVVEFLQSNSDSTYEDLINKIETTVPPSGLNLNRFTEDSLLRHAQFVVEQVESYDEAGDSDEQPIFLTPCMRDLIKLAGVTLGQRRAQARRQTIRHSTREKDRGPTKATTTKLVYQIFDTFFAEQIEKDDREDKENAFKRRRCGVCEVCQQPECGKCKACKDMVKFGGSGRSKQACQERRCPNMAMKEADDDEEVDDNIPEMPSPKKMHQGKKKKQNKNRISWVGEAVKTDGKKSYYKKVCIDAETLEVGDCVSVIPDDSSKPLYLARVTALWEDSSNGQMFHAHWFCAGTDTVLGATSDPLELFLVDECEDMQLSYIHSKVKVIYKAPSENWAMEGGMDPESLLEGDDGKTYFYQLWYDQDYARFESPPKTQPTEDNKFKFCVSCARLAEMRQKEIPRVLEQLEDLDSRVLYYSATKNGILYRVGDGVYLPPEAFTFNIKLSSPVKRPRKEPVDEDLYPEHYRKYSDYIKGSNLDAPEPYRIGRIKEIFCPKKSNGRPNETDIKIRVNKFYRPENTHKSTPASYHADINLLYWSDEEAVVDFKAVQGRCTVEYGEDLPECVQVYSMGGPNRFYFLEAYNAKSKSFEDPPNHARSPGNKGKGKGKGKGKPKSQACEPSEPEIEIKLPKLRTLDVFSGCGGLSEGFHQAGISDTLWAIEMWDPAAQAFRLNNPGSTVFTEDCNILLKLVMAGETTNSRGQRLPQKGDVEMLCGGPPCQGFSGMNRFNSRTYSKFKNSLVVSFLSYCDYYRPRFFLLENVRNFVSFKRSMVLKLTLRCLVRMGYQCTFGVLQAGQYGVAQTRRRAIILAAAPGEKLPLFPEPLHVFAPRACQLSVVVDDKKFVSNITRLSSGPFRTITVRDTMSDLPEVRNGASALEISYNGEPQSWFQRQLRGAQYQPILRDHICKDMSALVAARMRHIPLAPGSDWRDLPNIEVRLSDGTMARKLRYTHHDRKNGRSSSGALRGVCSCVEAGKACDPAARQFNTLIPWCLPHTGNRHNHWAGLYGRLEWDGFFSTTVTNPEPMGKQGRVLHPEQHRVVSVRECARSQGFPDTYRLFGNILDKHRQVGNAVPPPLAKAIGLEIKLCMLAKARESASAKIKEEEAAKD
TbMetRS inhib – blocks T. brucei methionyl-tRNA synthetase activity; purified T. brucei MetRS, ATP depletion, Kinase-Glo luminescence; inhibition, % at 11.9 µM; hit rate 0.4% among 360,000;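 active = inhibition above a per-plate cutoff of the control wells' mean inhibition plus 3 SD, cut at about 5.5% in these data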;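 note: 0% = DMSO wells median and 100% = median of wells with control inhibitor compound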
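technique = Kinase-Glo luminescence, ATP depletion format | system = purified MetRS (methionyl-tRNA synthetase) enzyme from Trypanosoma brucei | timing = 15 min preincubation, 2 h reaction, all 25 °C | evaluation = percent inhibition versus plate control medians | dosing = single dose, 11.9 µM final nominal, 0.9% final DMSO | also added = substrates ATP, L-methionine and bulk Escherichia coli tRNA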
NadD block – blocks S. aureus nicotinate mononucleotide adenylyltransferase | hit rate 0.78% among 360,000 | AID 602399 | purified NadD enzyme, colorimetric absorbance read-out | inhibition, % at 20 µM; in the data active = inhibition above about 26%; note: some compounds past the cut are filed as inactive
Scp1 inh – inhibitors of human Scp-1 phosphatase; Q9GZU7; Recombinant Scp1, phosphopeptide, malachite green phosphate absorbance; inhibition, % at 20 µM; hit rate 0.88% among 340,000; AID 493091;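 active = inhibition above about 50% at 20 µM, limit read from the data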;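 note: plate controls were DMSO wells with enzyme for no effect and wells lacking enzyme for full effect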
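Times: enzyme reaction 45 min at room temperature, colour 5 min, stabilisation 30 min. Material: SCP-1 catalytic fragment, aa 76-261. Medium: Acidic Tris acetate buffer with magnesium and detergent. Signal: colorimetric free-phosphate detection, absorbance 630 nm. Read-out basis: % inhibition of SCP-1 phosphate liberation. Reagent: Phosphorylated 17-residue peptide substrate.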
CSN inh – CSN deneddylation inhibition. Q92905. Purified CSN, SCF-Nedd8-OG deneddylation, fluorescence polarization. hit rate 0.38% among 360,000. inhibition, % at 12.5 µM;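 active = pattern-corrected inhibition above about 35%, with an unprinted fluorescence ratio check between 0.5 and 1.5, limit read from the data, passing the limit was not always enough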;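 note: 0% = enzyme with substrate and 100% = substrate without enzyme; some results filed as inactive read as strong as hits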
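Assay system: Purified human Csn5 enzyme expressed in HEK293T cells | Amount: Enzyme 0.24 nM | Measured by: Fluorescence polarization readout | Medium: Tris/NaCl/DTT buffer, pH 7.5 | Compound dosing: One concentration, 12.5 µM, 0.25% DMSO | Times: 90 min incubation of compound, enzyme and substrate at room temperature | Control set: no-enzyme wells high, enzyme-with-substrate wells low | Read-out: % inhibition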
Rpn11 inh – inhibitors of human proteasome Rpn11 | O00487 | human 26S proteasome, Ub4-pepOG fluorescence polarization; 20S core pre-blocked with epoxomicin | calls only at 20 µM | hit rate 0.59% among 360,000 | AID 588493;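 active = inhibition at 20 µM, scaled to each plate's controls, above about 33%, limit read from the data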
LMPTP inh – blocks human LMPTP phosphatase; P24666; recombinant LMPTP-A, OMFP fluorogenic substrate, fluorescence intensity; inhibition, % at 20 µM; hit rate 0.22% among 360,000; AID 651560;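 active = compounds that cut the enzyme signal by at least half of the control window in the single-dose screen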;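 note: plate controls were DMSO wells with enzyme plus substrate for no effect and substrate without enzyme for full effect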
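Assay system: LMPTP-A, protein tyrosine phosphatase of low molecular weight / Medium: pH 6.0 Bis-Tris buffer with DTT and Triton X-100 / Schedule: 50 min enzyme reaction at room temperature, protected from light / Measured by: endpoint fluorescence intensity from OMFP dephosphorylation / Read-out basis: % inhibition relative to no-enzyme and uninhibited control wells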
* = called active by the depositor; i = inactive; x = not tested or not shown; + = active, no number; & = joins results of further samples; ! = not active in a repeat.

SUMO1 PPI mod,STEP inh,PABP1 MLLE inh,DNMT1 block,TbMetRS inhib,NadD block,Scp1 inh,CSN inh,Rpn11 inh,LMPTP inh,Compound
-1,-5,-12,0,-0.2,-7,2,3,i,-0.4,CCOc1cc(N2CCOCC2)c(OCC)cc1NC(=O)c1ccc(NC(C)=O)cc1
0,7,6,1,-0.4,0,-9,-2,i,1.1,CSCCC(NC(N)=O)C(=O)Nc1ccc(C)cc1 (stereo not drawn)
-8,-3,12,6,-0.8,2,5,6,i,-1.5,CSc1sc(C(=O)O)c2c1C(=O)CCC2
-1,-2,25,2,-1.1,-4,-8,-5,i,-0.7,CC(C)c1ccc(C(=O)NC2=NCCS2)cc1
1,3,-9,1,0.1,0,-6,2,i,-1.1,O=C(c1cc(-c2ccc(O)cc2)on1)N1CCOCC1
2,3,-40,-1,-0.7,-1,18,3,i,2.1,COc1ccc2c(C)cc(SCC(=O)N(C)C3CCS(=O)(=O)C3)nc2c1 (stereo not drawn)
-1,-2,-9,1,-0.8,0,-2,-3,i,0.3,COC(=O)C(NNc1ccc(F)cc1)(NC(=O)c1ccccc1)C(F)(F)F (stereo not drawn)
20&-10,24&7,-39&-11,-23&-36,-0.7&0.1,30&25,2,138*!,+,3.2&3.0,CCN1CCN(Cc2ccc(NC(=O)c3cc(NC(=O)c4cncc(-c5ccc(C#N)cc5)c4)cc(OC)c3)cc2C(F)(F)F)CC1
-1,-1,-31,3,-0.2,-4,-5,1,i,-1.5,Cn1c(SCC(=O)Nc2ccc3c(c2)OCCO3)nnc1C(F)(F)F
-3,-1,2,2,0.2,1,-11,-3,i,0.3,O=C(CSc1nnc(C2CC2)n1Cc1ccccc1)NCc1ccccc1
-1,-1,0,1,-0.7,-6,-5,-3,i,-2.0,CC1CC(C)CN(CC(O)COCc2ccccc2F)C1 (stereo not drawn)
12,0,30,-4,2.3,45*,2,5,i,4.1,O=C(O)c1cccc(NC(=S)N/N=C/c2ccccc2OCc2ccc(Br)cc2)c1
4,0,-2,-1,-0.8,4,3,3,i,-1.6,COC(=O)CCC(=O)Nc1cc(OC)c(OC)cc1Cc1nccc2cc(OC)c(OC)cc12
26,10,-4,111*,-0.9,50*,73*,64*,i,23,Cc1ccc(NC(=O)CN2C(=O)S/C(=C/c3ccc(-c4cc(C(=O)O)ccc4C)o3)C2=O)cc1C
0,-1,11,0,-0.2,6,-7,5,i,-0.9,CCOC(=O)c1cc2sccc2n1CC(=O)N1CCN(C(=O)c2ccco2)CC1
-6,1,-9,2,-0.6,-1,0,1,i,-2.2,CN(C)c1c([N+](=O)[O-])ncn1C
-2,-3,-127,1,-0.1,4,99*,1,i,0.1,C[C@H](NC(=O)c1ccco1)C(=O)NNC(=O)c1ccc(F)cc1
-20,-1,7,4,0.6,-3,1,25,i,-1.4,COc1ccc(-c2cc(=O)oc3cc(OC(C)C(=O)NC4CC4)ccc23)cc1 (stereo not drawn)
-12,2,10,-1,-0.5,-2,-1,-2,i,0.9,CCOC(=O)C1=C(c2ccccc2)OC(N)=C(C#N)C1c1ccc(Cl)s1 (stereo not drawn)
1,2,-4,2,-0.8,-3,-2,-6,i,-0.8,O=C(CN1C(=O)C2C3C=CC(C3)C2C1=O)NCCC1=CCCCC1 (stereo not drawn)

SUMO1 PPI mod,STEP inh,PABP1 MLLE inh,DNMT1 block,TbMetRS inhib,NadD block,Scp1 inh,CSN inh,Rpn11 inh,LMPTP inh,Compound
-2,1,-7,7,-0.4,-6,-6,5,i,-0.4,CCn1ncc(CN2CCN(Cc3ccc(OC)c(C)c3C)C(CCO)C2)c1C (stereo not drawn)
-1,0,0,2,-0.1,-3,-5,0,i,0.1,COc1ccc(-c2csc(N(CCCN(C)C)C(=O)c3cccs3)n2)cc1
5,4,1,2,-0.4,-9,2,0,i,-2.4,CCN1CCN(C(=O)c2ccccc2N(Cc2ccccc2)S(=O)(=O)c2ccc(OC)cc2)CC1
-2,0,-5,1,1.0,-2,-5,-9,i,-1.4,CN(CCc1ccccc1)C1CCCN(C(=O)Cn2cccn2)C1 (stereo not drawn)
7&10,1&2,-21&-9,11&4,-0.6&-0.7,3&-3,5&-5,3&-1,i,0.0&-0.9,C/C(N)=C(/C#N)C(=O)CSc1n[nH]c(-c2ccccc2Br)n1
0,-3,4,-12,-0.9,-2,-5,1,i,3.9,N#CCSc1nnc(COc2cccc3ccccc23)n1-c1cccc(Cl)c1
0,-2,8,-3,0.6,0,-10,-1,i,1.1,O=C(NCc1ccc(Cl)c(Cl)c1)c1ccco1
-1,-4,-7,1,1.0,-2,8,-8,i,0.8,NC(=O)COC(=O)c1ccc(-c2ccccc2)cc1
4,-1,-12,-1,-0.1,-7,-6,1,i,-0.6,Cc1ccc(-c2[nH]ncc2C(=O)c2ccccc2C)c(O)c1
8,-3,7,-9,-0.2,-3,x,5,i,3.5,COc1cc(-c2cc3nc(NCCc4ccc(S(N)(=O)=O)cc4)ccn3n2)cc(OC)c1OC
-1,-2,4,-4,1.2,3,-16,3,i,1.7,Nc1cc(-c2ccc(Br)cc2)nn1S(=O)(=O)c1ccccc1
-8,3,-3,5,-0.5,-3,-2,0,i,1.1,COc1ccc2oc(C(=O)OCC(=O)NC(C)c3ccccc3)c(C)c2c1 (stereo not drawn)
-3,0,0,3,0.5,-2,x,-6,i,1.1,CCCCNC(=O)C1(C)CCCCN1C(=O)c1ccc(C#N)cc1 (stereo not drawn)
-31,0,-8,-3,0.0,3,-8,2,i,-0.8,COc1ccc(CNC(=O)C2CCCN(S(=O)(=O)c3cccc4nsnc34)C2)cc1 (stereo not drawn)
3,-2,-2,2,0.1,1,6,4,i,-0.4,CCOC(=O)C(/C=C(\C#N)C(=O)OCC)=C(/N)N1CCN(c2c(C)cccc2C)CC1
0,0,0,-1,1.7,-2,-3,4,i,-0.9,CS(=O)(=O)c1cccc(NC(=O)c2ccc(Cl)c(Cl)c2)c1
-1,0,5,1,-1.4,0,-2,0,i,-1.4,C=CCn1c(SCC(=O)Nc2c(C)cccc2C)nnc1-c1ccncc1
2,1,5,0,-0.4,4,-13,-6,i,-3.1,CCOCc1nc(C)c(Cl)c(NS(=O)(=O)c2ccc(N)cc2)n1
-4,2,-6,-1,9.2*,-5,-8,0,i,1.4,Cc1nn(C(=O)c2cc3sccc3[nH]2)c(C)c1C
0,4,8,-5,0.0,1,x,4,i,5.5,CN(Cc1ccccc1)C(=O)Cn1nnc(-c2ccccc2)c1COc1ccc2ccccc2c1

SUMO1 PPI mod,STEP inh,PABP1 MLLE inh,DNMT1 block,TbMetRS inhib,NadD block,Scp1 inh,CSN inh,Rpn11 inh,LMPTP inh,Compound
-15,-1,-2,3,-0.2,-2,x,4,i,-1.5,CCOC(=O)c1cc(=O)nc(N)s1
2,2,5,0,1.6,1,-5,3,i,-0.6,CN(C)c1ccc(C(C(=O)NC2CCCC2)N(C(=O)c2ccco2)C2CC2)cc1 (stereo not drawn)
2,2,2,2,0.7,-3,-6,-5,i,-0.3,CCOc1ccc(NC(=O)CCn2nc(C)c(S(=O)(=O)N3CCCCC3)c2C)cc1
-1,x,x,x,-0.1,17,x,3,x,-0.1,CC(C)C[C@H]1CN([C@@H](CC(C)C)CN2CCC[C@H]2CN2C(=O)C(=O)NC[C@@H]2Cc2ccccc2)C(=O)C(=O)N1CCc1ccccc1
0,-4,2,0,-0.8,8,-9,-3,i,-0.7,Cc1c(C2N3CC4(C)CN2CC(C)(C3)C4=O)c2ccccc2n1C (stereo not drawn)
4,-1,14,2,-0.4,-2,-1,-3,i,-2.7,Cc1n[nH]c(C)c1S(=O)(=O)N1CCN(S(=O)(=O)c2cccc(F)c2)CC1
4,0,-5,-1,-0.2,-3,-2,8,i,-1.7,COc1ccc2c(c1)[nH]c1c(=O)n(Cc3ccco3)cnc12
1,5,-12,5,0.4,4,-11,-2,i,0.9,CC(C)c1ccc(/C=N/n2nnnc2Nc2ccccc2)cc1
7,0,-68,8,-0.8,-9,0,-7,i,3.1,C/C(N)=C(/C#N)C(=O)CSc1nc2ccccc2c(=O)n1Cc1ccc(C)cc1
1,4,25,4,-0.5,-7,0,2,i,-0.9,COc1ccccc1CNC(=O)c1ccccc1SCC(=O)NCc1ccco1
9,3,-12,9,-2.2,6,7,8,i,69*,Cc1c(C(=O)OCC(C)C)[nH]c2c1C(=O)CC(c1ccco1)C2 (stereo not drawn)
-5,0,0,-2,-0.9,-8,10,1,i,-1.5,O=C(N1CCC(n2nc(-c3ccccc3)oc2=O)CC1)C1(c2ccccc2)CC1
-5,-3,4,0,-1.7,1,6,-3,i,-1.8,Cc1cccc(C)c1OCC(=O)N/N=C/c1ccncc1
1,2,1,0,-0.2,6,-13,-1,i,-0.6,CN(CC(=O)Nc1ccccc1Cl)C(=O)COC(=O)Cc1ccc(F)cc1
6,3,-7,23,-1.7,-5,3,1,i,-0.2,Cc1cc2[nH]c(=O)c3ccccc3n2n1
-13,-4,-7,-1,-0.3,-8,-12,6,i,-2.0,CN(C)N1C(N)=C(C#N)C(c2cccc([N+](=O)[O-])c2)C2=C1CC(C)(C)CC2=O (stereo not drawn)
-1,-3,16,-4,0.8,-7,-11,1,i,1.8,O=C(CSCc1ccc(Cl)cc1)Nc1ccc2c(c1)OCO2
5,0,2,3,-0.4,3,-1,-1,i,-2.1,CCC(C)(C)NC(=O)CN(Cc1ccc(OC)cc1)C(=O)CCC(=O)Nc1nccs1
-2,1,3,0,-1.1,-4,-7,-1,i,-0.1,CC(NC(=O)C(c1ccccc1)c1ccccc1)c1ccccc1 (stereo not drawn)

Two successive entries out of the list so far:
SUMO1 PPI mod,STEP inh,PABP1 MLLE inh,DNMT1 block,TbMetRS inhib,NadD block,Scp1 inh,CSN inh,Rpn11 inh,LMPTP inh,Compound
1,2,1,0,-0.2,6,-13,-1,i,-0.6,CN(CC(=O)Nc1ccccc1Cl)C(=O)COC(=O)Cc1ccc(F)cc1
6,3,-7,23,-1.7,-5,3,1,i,-0.2,Cc1cc2[nH]c(=O)c3ccccc3n2n1
